ARNT-TACC3 inh = disruptors of ARNT/TACC3 protein interaction, primary screen, biochemical, AlphaScreen, single concentration; AlphaScreen His-ARNT PAS-B/GST-TACC3 binding, luminescence; TACC3 fragment carries E629A point mutation; Transforming acidic coiled-coil-containing protein 3 (Homo sapiens), Q9Y6A5; 390,000 tested, 0.66% active; inhibition, % at 9.99 µM;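 active = mean inhibition of replicates at least 50% and at least half of replicates each reaching 50%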;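 note: 0% = complete ARNT plus TACC3 wells and 100% = ARNT alone without TACC3; many hits fall short of the cut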
GSIS activator = GLuc luminescence reporter in INS-1E cells, primary screen for activators of glucose-dependent secretion of insulin; 370,000 tested, 0.61% active; INS-1E GLuc reporter insulin secretion, 2-3 h; activation, % at 16.6 µM;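 active = lowest replicate activation of at least 40%, so every replicate reaches that level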;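 note: 0% = median of neutral control wells and 100% = median of IBMX positive control wells; some compounds called inactive have numbers as strong as hits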
LGR2 antag = inhibitors of bursicon-induced LGR2 CRE-luciferase signal, primary screen, cell-based, HEK293, CRE-luciferase reporter, bursicon stimulation. bursicon-stimulated, 4 h. inhibition, % at 9.99 µM. 380,000 tested, 0.35% active. AID 720647, 2013;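 active = drop in luminescence signal, shown as inhibition above about 50% in the replicate tests, limit read from the data, passing the limit was not always enough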;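 note: agonist challenge used bursicon conditioned medium at about half maximal strength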
Statin myotox sup = suppressors of statin myotoxicity in C2C12 myotubes, primary screen, cell-based, single point, plate reader; C2C12 myotubes + simvastatin, ATP luminescence, 48 h; scaled: DMSO 0, geranylgeraniol control 100; rescue of ATP level, % at 7.49 µM; 330,000 tested, 0.78% active; AID 602340, 2012;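 active = mean ATP rescue above about 67%, or every replicate alone reaching that limit, limit read from the data, passing the limit was not always enough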;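 note: myotubes were challenged with 10 µM simvastatin during compound exposure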
PglD DTNB = C. jejuni PglD acetyltransferase inhibitors, primary screen, biochemical, DTNB colorimetric, single point; purified PglD enzyme, DTNB colorimetric CoA detection; 360,000 tested, 0.098% active; inhibition, % at 12.5 µM; in the data active = inhibition above about 16%, passing the limit was not always enough; note: strong numbers were not always called active
Cneo AK release = Cryptococcus neoformans cell lysis inducers, primary screen, AK release luminescence, single concentration; C. neoformans lysis, adenylate kinase release luminescence, 4 h; normalised: neutral wells 0, clomiphene wells 100; lysis activity, % at 15 µM; 360,000 tested, 0.2% active; AID 651654, 2012;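 active = mean lysis activity across replicates of at least 80%, whatever share of replicates individually reach that level; inactive = mean lysis activity below 80%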
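Material: C. neoformans cells; Schedule: 4 h static compound exposure, 37 °C, read 1 h post-reagent; Measured by: adenylate kinase release luminescence; Read-out: signal increase indicating cell lysis; Controls: Clomiphene as positive lysis control.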
PGC1a acetyl inh = inhibitors of PGC1a acetylation signal, primary screen, cell-based, U2OS, AlphaScreen, inhibitor mode; AlphaScreen anti-acetyl-lysine; with virally co-expressed GCN5 acetyltransferase; inhibition, % at 15.6 µM; 350,000 tested, 0.17% active; AID 651687, 2012;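 active = every replicate shows inhibition of at least 40%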;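 note: 0% = neutral control wells and 100% = positive control wells; some results beyond the cut were filed as inactive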
PAX8 inh HTS = inhibitors of PAX8-driven TPO luciferase reporter, primary screen, RMG-I cells, single concentration | inhibition, % at 12.6 µM | AID 652154, 2013 | SteadyGlo, 24 h | 360,000 tested, 1.2% active;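 active = mean replicate inhibition at least 60% with every replicate also reaching 60%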;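 note: luciferase light reporting Pax8 driven TPO promoter activity; plate controls were median of neutral control wells for no effect and mitoxantrone controls for full effect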
The depositor's hits bear a star; . = no result given; & = joins results of further samples. This is a random part of the collection (roughly 2.9% active in at least one column).

Start of the data: the first two entries, ahead of the listing:
SMILES	ARNT-TACC3 inh	GSIS activator	LGR2 antag	Statin myotox sup	PglD DTNB	Cneo AK release	PGC1a acetyl inh	PAX8 inh HTS
Cc1ccc(S(=O)(=O)N(C)C[C@@H]2Oc3cc(Br)ccc3S(=O)(=O)N([C@H](C)CO)C[C@@H]2C)cc1	5	-10	-8	15	0	-3	-18	7
Cc1cccc(NS(=O)(=O)c2cc3c(cc2C)n(C)c(=O)c(=O)n3C)c1	.	-31	2	-12	3	-2	12	14

All compounds of this part, previewed entries included:
SMILES	ARNT-TACC3 inh	GSIS activator	LGR2 antag	Statin myotox sup	PglD DTNB	Cneo AK release	PGC1a acetyl inh	PAX8 inh HTS
Cc1ccc(S(=O)(=O)N(C)C[C@@H]2Oc3cc(Br)ccc3S(=O)(=O)N([C@H](C)CO)C[C@@H]2C)cc1	5	-10	-8	15	0	-3	-18	7
Cc1cccc(NS(=O)(=O)c2cc3c(cc2C)n(C)c(=O)c(=O)n3C)c1	.	-31	2	-12	3	-2	12	14
O=C(COC(=O)c1ccc(OC(F)(F)F)cc1)NCCN1C(=O)CSC1=O	-7	3	0	-6	4	-2	0	2
C/C=C/c1cnc2c(c1)C(=O)N([C@@H](C)CO)C[C@H](C)[C@@H](CN(C)C(=O)CN1CCOCC1)O2	1	12	-1	7	-1	-5	-1	.
Cc1ccc(NS(=O)(=O)c2ccc(C(=O)N3CCCCCCC3)cc2)cc1	-2	-59	-7	2	6	0	.	10
O=C(C[C@H]1C=C[C@@H](NC(=O)NC2CCCC2)[C@@H](CO)O1)NCc1ccc(F)cc1	-3	-9	-9	7	3	-4	2	-13
C[C@H](CO)N1C[C@H](C)[C@H](CN(C)C(=O)Nc2ccc(F)cc2)OCCCC[C@H](C)Oc2ccc(NS(=O)(=O)c3ccc(F)cc3)cc2C1=O	6	-2	9	.	0	-1	22	-26
CCCCC1=NN2C(=N)CC(=O)N=C2S1	3	.	.	3	.	0	-5	.
COc1ccc(/C=C(/NC(=O)/C=C/c2ccccc2)C(=O)O)cc1	0	-10	.	17	.	.	-5	-2
O=C(c1ccc(S(=O)(=O)N2CCCC2)cc1)N1CCN(c2ccccc2)CC1	4	-3	4	-4	.	.	7	16
C[C@@H]1CN([C@@H](C)CO)C(=O)c2cc(C#CC3CCCCC3)cnc2O[C@@H]1CN(C)C(=O)NC1CCCC1	1	-3	4	-36	7	6	-5	.
Nc1nc(Nc2cccc(F)c2)nc(N2CCOCC2)c1[N+](=O)[O-]	3	-7	-17	.	2	-7	-10	6
CC(=O)Oc1ccc(-c2ccc(C(=O)OCC(=O)c3c(N)n(C)c(=O)n(C)c3=O)cc2)cc1	.	-3	5	1	2	-1	.	0
CN1CCN(C(=O)CNC(=O)c2cccs2)CC1	.	6	-20	-3	.	.	2	.
CO[C@@H]1CN(C)C(=O)c2cc(NC(=O)C3CCCCC3)ccc2OC[C@H](C)NC[C@@H]1C	-4	2	-14	-6	-2	-1	16	-4
CCN(CC)S(=O)(=O)c1ccc(N2C(=O)CC2(/C=C/c2ccccc2)C(=O)NC2CCCC2)cc1 (stereo not drawn)	-5	3	7	-17	4	1	9	17
C[C@H]1CN([C@@H](C)CO)S(=O)(=O)c2ccc(-c3ccc(C#N)cc3)cc2O[C@H]1CN(C)C(=O)CN(C)C	0&4	3&27	7&4	-3&0&-3	13&-1&2	26&36&0	-2&3&3	-23
O=[N+]([O-])c1ccc2oc(/C=C/c3ccc(O)cc3)nc2c1	.	.	-40	10	-2	0	-3	-95
COc1cc(CNc2nc3ccccc3[nH]2)cc(OC)c1OC	3	.	.	8	2	1	.	12
CC(=O)c1cccc(NC(=O)CCn2c(=O)oc3ccccc32)c1	-2	25	4	7	-4	-3	9	12
O=C(CN1C(=O)S/C(=C\C=C\c2ccccc2)C1=O)N1CCCCC1	-4	.	.	-2	-6	-3	3	.
COc1ccccc1-c1ccc2c(c1)[C@H]1[C@H](CCN1C(=O)C1CCCCC1)[C@@H](CO)N2	4	-6	-6	-42	11	4	-2	90*
O=C(COC(=O)c1cc(-c2ccc(F)cc2)nc2ccccc12)NCC1CCCO1 (stereo not drawn)	-11	-4	0	.	.	.	.	-15
O=C(Nc1ccc2c(c1)OCCO2)C1CC(c2ccc(F)cc2)=NO1 (stereo not drawn)	-11	-2	14	0	1	0	.	2
CC[C@]12c3[nH]c4ccc(OC)cc4c3CCN1C(=O)C(CC(=O)NCc1ccc(OC)c(OC)c1)C[C@@H]2C(=O)N1CCN(C(=O)C2CC2)CC1 (stereo partly drawn)	4	-9	-11	7	-1	0	.	-9
(further entries)
SMILES	ARNT-TACC3 inh	GSIS activator	LGR2 antag	Statin myotox sup	PglD DTNB	Cneo AK release	PGC1a acetyl inh	PAX8 inh HTS
Cc1noc(C)c1NC(=O)Nc1ccc2c(c1)C(=O)N([C@@H](C)CO)C[C@H](C)[C@@H](CN(C)Cc1ccccc1)O2	-2	13	-3	-15	2	-4	.	9
COc1ccc2[nH]cc(CCNC(=O)/C=C/[C@H]3O[C@@H](n4cc(C)c(=O)[nH]c4=O)C[C@@H]3O)c2c1	.	.	9	-2	7	-2	-11	17
N#C/C(=C\c1cc2ccccc2nc1N1CCCCC1)C(N)=O	-67	-17	-17	.	.	.	.	32
Cc1ccc(NC(=S)NC(NC(=O)c2ccccc2C)C(Cl)(Cl)Cl)c(C)c1 (stereo not drawn)	3	-21	.	16	9	1	-36	.
C#CCOCCOCCOCCNc1nc(N2CCN(C(=O)Cn3cc(CCCN=C(N)N)nn3)CC2)nc(N2CCN(C(=O)[C@H](CCCCN)n3cc(CCC(=O)O)nn3)CC2)n1	1	-8	7	-7	-3	2	6	-20
C[C@@H]1CN([C@@H](C)CO)C(=O)c2cccc(NC(=O)Nc3ccc(C(F)(F)F)cc3)c2O[C@H]1CN(C)C(=O)Nc1ccc2c(c1)OCO2	3	-18	1	10	-4	4	0	1
C[C@H](CO)N1C[C@H](C)[C@@H](CN(C)Cc2ccc(C(=O)O)cc2)OCCCC[C@H](C)Oc2ccc(NC(=O)CCC(F)(F)F)cc2C1=O	-12	4&11	-9	.	2	0	-8	12
Cn1c(=O)oc2cc(S(=O)(=O)N3CCC(C(=O)NCCc4ccccc4)CC3)ccc21	-3	3	-5	.	.	.	10	-16
Cc1ccc(S(=O)(=O)N2Cc3ccccc3CC2C(=O)Nc2cc(C)on2)cc1 (stereo not drawn)	-2	-3	11	10	.	.	-30	.
CCCn1cc(S(=O)(=O)c2ccc(OC)cc2)c(=O)c2cc(OCC)ccc21	-6	-4	10	10	0	0	-7	-5
COc1cc(C)nc(OCCNS(=O)(=O)c2cc(C)ccc2C)n1	.	.	.	3	-4	1	13	.
Cc1ccc(S(=O)(=O)N[C@H]2CC[C@@H](CCNS(=O)(=O)Cc3ccccc3)O[C@H]2CO)cc1	-5	-2	10	0	0	3	1	-3
CC(C)c1ccc(NC(=O)c2ccc3c(c2)C(=O)N(Cc2cccnc2)C3=O)cc1	-3	7	-16	-8	4	-2	.	-27
C[C@]12CC[C@@H]3c4ccc(O)cc4CC[C@H]3[C@@H]1CC[C@@H]2O	1	.	.	2	-5	-2	-22	6
CCc1ccccc1NC(=O)c1cc2ncc(Br)cn2n1	-5	6	-13	20	2	6	3	.
Cn1c(SCC(=O)NCc2ccco2)nnc1-c1cccs1	-2	.	.	6	0	-1	4	4
Fc1ccccc1C1CC(c2ccco2)=Nc2ccccc2S1 (stereo not drawn)	9	-5	-51	20	.	.	-28	-108
CO[C@H]1CC[C@H]2CCOc3ccc(C#N)cc3C(=O)N(C)C[C@H](OC)[C@H](C)C(=O)N(C)C[C@@H]1O2	-7	26	-19	6	1	45	.	13
c1ccc(CNCc2ccc3c(c2)OCO3)nc1	33	.	.	-1	4	-1	-5	-16
CC1=C(C(=O)Nc2ccccc2C(=O)NC2CCCCC2C)SCCO1 (stereo not drawn)	-4	-8	5	-7	7	-8	0	-9
O=C(CCC1CCCN(C(=O)Cc2ccc(F)cc2)C1)N1CCN(c2ccccn2)CC1 (stereo not drawn)	-1	-5	-3	.	.	.	-3	7
CCOC(=O)C1=CCN(S(=O)(=O)c2cccc(Cl)c2)C1c1ccccc1 (stereo not drawn)	.	-11	0	8	1	4	4	4
O=C(Nc1nnc(SCc2cccnc2)s1)C1CC(=O)N(c2ccc(F)cc2)C1 (stereo not drawn)	-5	-1	4	3	-6	0	.	14
O=C(COC(=O)C1CC2CCCC(C1)C2=O)NC(=O)c1ccccc1 (stereo not drawn)	2	-4	7	0	0	0	3	6
Cc1ccccc1-c1oc(C)c(C)[n+]1[O-]	-1	12	-3	.	.	.	.	-5

Single entries from the list.
`Cn1c(SCC(=O)NCc2ccco2)nnc1-c1cccs1` | PGC1a acetyl inh = 4
`Cc1ccc(NC(=S)NC(NC(=O)c2ccccc2C)C(Cl)(Cl)Cl)c(C)c1` (stereo not drawn) | ARNT-TACC3 inh = 3

(continued)
SMILES	ARNT-TACC3 inh	GSIS activator	LGR2 antag	Statin myotox sup	PglD DTNB	Cneo AK release	PGC1a acetyl inh	PAX8 inh HTS
COc1cccc(N2CCN(C(=O)c3cccc(NC4=NC5CS(=O)(=O)CC5S4)c3)CC2)c1 (stereo not drawn)	.	9	14	3	3	10	-2	6
N#Cc1ccc(-c2ccc([C@@H]3[C@H]4CN(S(=O)(=O)c5ccccc5)CCCCN4[C@H]3CO)cc2)cc1	-1	-16	0	.	2	-2	-1	-26
CCCN1CCN(CCCNC(=O)c2cc3c(=O)n(C)c4ccccc4c3n2C)CC1	-10	3	21	21	0	-7	.	-36
O=C(CN1CCN(Cc2ccccc2)CC1)Nc1ccc(S(=O)(=O)N2CCOCC2)cc1	-4	10	-17	.	0	.	-7	3
CCNC(=O)C[C@H]1CC[C@@H]2[C@@H](COc3ccc(NC(=O)Nc4cccc(F)c4)cc3C(=O)N2C)O1	-3	4	11	6	1	2	4	-2
Cc1ccccc1-c1nnc(SCc2ccccc2)o1	-7	.	.	7	5	-5	.	.
C[C@@H]1CN([C@H](C)CO)C(=O)c2cc(NC(=O)NC3CCCCC3)ccc2O[C@H]1CN(C)C	3	10	-4	-22	0	1	16	-2
CC(=O)OCC1OC(n2ccc(=O)[nH]c2=O)C(O)C1O (stereo not drawn)	0	.	.	-14	3	-9	-45	-13
CC(C)NC(=O)Cn1c(SCC(=O)N2CCc3ccccc3C2)nc2ccccc21	6	.	.	11	2	1	.	.
Cc1ccc(OCC(=O)N2CCN(S(=O)(=O)c3ccccc3)CC2)c([N+](=O)[O-])n1	-20	10	-16	.	.	.	.	17
COc1ccc(/C=C/C(=O)OCC(=O)N(C)c2c(N)n(Cc3ccccc3)c(=O)[nH]c2=O)cc1OC	1	11	-2	14	-1	1	-6	-6
COc1cc2c(cc1NC(=O)CN1CCN(S(=O)(=O)c3ccccc3F)CC1)oc1ccccc12	-2	.	.	.	2	2	0	.
Cc1cc(=O)[nH]c(SCC(=O)Nc2nc3ccccc3s2)n1	-21	9	-13	.	.	.	.	23
CC(C)NC(=O)N(C)C[C@@H]1Oc2ccc(NC(=O)Cn3cnnn3)cc2CC(=O)N([C@@H](C)CO)C[C@@H]1C	2	7	2	-2	0	-5	2	-6
CC1CCCCC1NC(=O)CSc1nc2ccccc2[nH]1 (stereo not drawn)	7	-9	7	-3	1	-2	.	5
O=C(Nc1cccc(S(=O)(=O)C(F)F)c1)c1ccc(S(=O)(=O)N2CCOCC2)cc1	-5	-7	-58	95*	0	-1	-3	.
Cc1sc2nc(CSCC(=O)Nc3ccc(OC(F)F)cc3)[nH]c(=O)c2c1C	0	6	17	5	.	.	5	1

Screening data as filed in PubChem BioAssay.
